# SIRT5 block – inhibitors of human sirtuin-5 desuccinylase. Q9NXA8. Purified SirT5, succinyl-peptide AMC, trypsin-coupled fluorescence. inhibition, % at 15 µM. 1.1% of 330,000 active. AID 652115; in the data active = inhibition above about 15%
# Target sequence (Q9NXA8 whole entry, looked up): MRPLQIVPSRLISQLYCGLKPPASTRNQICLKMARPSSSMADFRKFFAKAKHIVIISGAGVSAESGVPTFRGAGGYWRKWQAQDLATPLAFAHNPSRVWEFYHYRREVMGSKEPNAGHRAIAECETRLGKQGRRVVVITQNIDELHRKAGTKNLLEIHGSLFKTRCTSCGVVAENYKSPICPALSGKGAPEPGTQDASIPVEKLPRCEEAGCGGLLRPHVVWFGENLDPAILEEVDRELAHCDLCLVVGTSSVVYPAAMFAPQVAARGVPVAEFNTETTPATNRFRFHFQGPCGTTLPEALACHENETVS
# FN deposition inh – fibronectin deposition inhibition; AH1F fibroblasts, Alexa488-fibronectin deposition fluorescence, overnight; inhibition, % at 12.6 µM; 0.086% of 350,000 active; AID 743247;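 active = mean inhibition across replicates of 30% or more, regardless of how many single replicates reach that level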;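 note: positive control wells lacked labelled fibronectin entirely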
#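 test system = AH1F fibroblasts assembling fluorescent fibronectin matrix | quantity = 10000 AH1F cells per well | buffer or medium = DMEM plus 2% serum, read in PBS | doses = single dose, pinned | incubation = 1 h cell attachment, overnight exposure to compound and label | detection = fluorescence at 485 nm excitation, 525 nm emission | read-out basis = inhibition from reduced deposited-fibronectin fluorescence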
# LGR2 inh – inhibitors of bursicon-induced Drosophila LGR2 receptor cAMP signaling | inhibition, % at 9.99 µM | HEK293 LGR2, CRE-luciferase, bursicon-stimulated, 4 h | 0.35% of 380,000 active | AID 720647;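 active = drop in luminescence signal, shown as inhibition above about 50% in the replicate tests, limit read from the data, passing the limit was not always enough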;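 note: agonist challenge used bursicon conditioned medium at about half maximal strength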
# CASP6 VEID inh – blocks human caspase-6 cleavage activity; P55212; purified caspase-6, Z-VEID-R110 cleavage fluorescence; inhibition, % at 12.5 µM; 0.53% of 350,000 active; AID 686996;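 active = mean inhibition across replicates at least about 35%, with every replicate also reaching that limit, limit read from the data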;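 note: 0% = median of neutral control wells and 100% = no fluorescence left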
# Target sequence (P55212 24-179 limits assumed): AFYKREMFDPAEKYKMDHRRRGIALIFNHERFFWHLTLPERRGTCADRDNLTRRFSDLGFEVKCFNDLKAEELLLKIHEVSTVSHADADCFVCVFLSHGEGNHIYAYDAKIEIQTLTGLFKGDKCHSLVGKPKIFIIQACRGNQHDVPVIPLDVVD
# Target sequence (P55212 194-293 limits assumed): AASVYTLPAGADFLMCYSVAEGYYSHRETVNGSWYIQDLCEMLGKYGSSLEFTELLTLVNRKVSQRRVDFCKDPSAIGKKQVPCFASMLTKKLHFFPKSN
# S100A4 inh HTS – S100A4-myosin IIA interaction inhibition; 0.14% of 360,000 active; P26447; S100A4/TAMRA-MyoIIA peptide fluorescence polarization; inhibition, % at 10.7 µM;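 active = mean inhibition of at least 70% across replicates, with every replicate also reaching that level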
# Target sequence (P26447 whole entry, looked up): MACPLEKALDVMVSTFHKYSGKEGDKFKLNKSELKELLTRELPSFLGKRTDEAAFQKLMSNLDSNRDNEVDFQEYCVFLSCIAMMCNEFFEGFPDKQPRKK
#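 Material: S100A4 monomer (human). Medium: Calcium-containing HEPES buffer, pH 7.2. Probe or stimulus: labelled myosin peptide probe, 5 nM. Compound dosing: one concentration per compound. Timing: polarization read 5 min after assay mix addition, stable 5–60 min. Benchmarks: DMSO as neutral control, TFP as positive control.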
# C2C12 statin – suppression of simvastatin myotoxicity. C2C12 myotubes + simvastatin, ATP luminescence, 48 h; scaled: DMSO 0, geranylgeraniol control 100. rescue of ATP level, % at 7.49 µM. 0.78% of 330,000 active;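 active = mean ATP rescue above about 67%, or every replicate alone reaching that limit, limit read from the data, passing the limit was not always enough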;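 note: myotubes were challenged with 10 µM simvastatin during compound exposure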
# esBAF inh – blocks esBAF chromatin remodeling in mouse ES cells; Bmi1-luciferase knock-in reporter, 24 h; 100% = twice the neutral-well signal; reporter increase, % at 12.5 µM; 2% of 350,000 active; AID 602393; in the data active = activation above about 40%;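 note: 0% = median of the plate's neutral control wells and 100% = double that signal; a rise in the Bmi1 reporter signal indicates esBAF inhibition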
# An asterisk follows results filed as active; . = not tested or not shown. Only part of the results is shown; count on the stated rates, not on these rows.
SMILES,SIRT5 block,FN deposition inh,LGR2 inh,CASP6 VEID inh,S100A4 inh HTS,C2C12 statin,esBAF inh
CCC(=O)Nc1ccc2c(c1)C(=O)N(C)[C@@H]1CC[C@H](CC(=O)NC3CCCC3)O[C@@H]1CO2,1,-7,-10,2,-5,10,-5
CCCn1c(C(O)c2ccc3c(c2)OCO3)nc2ccccc21 (stereo not given),-2,.,-6,4,-6,49,-5
C/C(=N\Nc1nc(C)cc(-c2ccccc2)n1)c1cccc(N)c1,3,-2,-31,2,-5,-37,-16
OC[C@@H]1[C@H](c2ccc(C#Cc3ccccc3F)cc2)[C@H]2CN(Cc3cncnc3)CCCCN12,0,.,-1,2,56,-3,1
CSc1cc(C)nc(N(C)C(C)=O)n1,-8,.,-8,2,3,34,2
CCCn1c(COc2ccccc2OC)nc2ccccc21,.,-9,-5,1,-3,-3,1
CCOc1ccc(/C=N/NC(=O)CSc2ccccn2)cc1O,0,-5,-19,0,4,.,.
CCc1c(O)nc(SCC(=O)N(CC)CC)[nH]c1=O,1,1,4,2,-1,.,.
Cc1c(NC(=O)C2CCCCC2)cc(C(=O)N2CCOCC2)cc1[N+](=O)[O-],-3,-7,-8,1,-3,.,.
COc1ccc2c3c([nH]c2c1)[C@@H](CO)N(S(C)(=O)=O)CC31CN(C(=O)c2cccnc2)C1,-4,.,5,-1,1,.,.
COc1cccc(N(C(C)=O)c2nc(C)cc(C)c2C#N)c1,.,1,.,.,.,7,-4
CC1=C(C(=O)N2CCOCC2)CC(CC(=O)NCCc2ccccn2)C(=O)N1Cc1ccc(F)cc1 (stereo not given),-4,2,-1,-2,-3,-3,-7
CN(c1cccc(NC(=O)CN(c2cccc(F)c2)S(C)(=O)=O)c1)S(C)(=O)=O,1,-1,16,-1,1,10,-7
Cc1noc(C)c1NC(=O)Nc1ccc2c(c1)C(=O)N([C@H](C)CO)C[C@H](C)[C@@H](CN(C)CC1CCCCC1)OCCCC[C@@H](C)O2,-1,.,10,-1,3,.,-1
N#Cc1cc(NC2CCCC2)c([N+](=O)[O-])cc1C#N,2,3,11,10,13,.,.
O=C(C[C@@H]1CC[C@@H]2[C@H](COC[C@H](O)CN2Cc2cc(F)ccc2F)O1)NCc1ccc(Oc2ccccc2)cc1,12,5,27,-2,-7,10,16
O=C(CN(C1CCCCC1)C1CCCCC1)N1CCc2ccccc2C1,.,3,.,.,.,15,4
CC(C)N(C(=O)CSc1ccc(S(=O)(=O)N2CCCCC2)cn1)C(C)C,-3,4,8,0,-4,-3,6
Cc1cccc(-c2nnc(SCc3cc(=O)[nH]c4ccccc34)n2C)c1,.,-5,.,.,.,1,2
CC1(c2nnc(-c3ccncc3)o2)CC(c2ccc(Cl)cc2)=NO1 (stereo not given),.,-4,5,-3,-17,-15,-6
O=C(C[C@@H]1CC[C@H]2[C@@H](COC[C@H](O)CN2Cc2nccs2)O1)N1CCC(Cc2ccccc2)CC1,1,-3,1,-1,10,25,8
Cc1cc(C(F)(F)F)n(-c2nc(C(=O)NNS(=O)(=O)c3ccccc3[N+](=O)[O-])cs2)n1,-4,-4,3,2,1,-3,3
CCCCc1c(O)nc(SCC(=O)N2CCCCCC2)[nH]c1=O,3,-1,-4,-1,-1,5,0
O=S(=O)(Nc1ccc2c(c1)nc1n2CCOC1)c1ccccc1,.,7,.,.,.,22,-13
CC1CCN(C(=O)CN(Cc2ccccc2)S(C)(=O)=O)CC1,1,-5,4,2,24,30,-4
O=C(COC(=O)[C@@H]1CCCN1C(=O)c1cccs1)Nc1ccc(F)cc1[N+](=O)[O-],0,.,-11,0,-3,.,.
Cc1ccc(OCn2c(=O)sc3ccccc32)cc1,-2,.,-91,3,3,1,66*
CO[C@H]1CN(C)C(=O)c2ccc(NS(=O)(=O)c3ccccc3)cc2OC[C@@H](C)N(C(=O)NC(C)C)C[C@H]1C,3,3,-10,-1,-2,-24,-4
O=C(Nc1ccccc1Cl)C1CCCN1C(=O)OCc1ccccc1 (stereo not given),-3,0,-6,-2,-5,7,0
Cc1cc(-c2ccccc2)nc(N(C)N)c1S(C)(=O)=O,-1,-1,-17,-1,-1,.,.
CCOC(=O)c1cc(-c2ccccc2)nn1CC1CC(c2ccc(OC)cc2)=NO1 (stereo not given),.,-18,-6,11,-4,1,-2
CSc1ccc(S(=O)(=O)NCC(=O)OCC(=O)NCc2ccco2)cc1[N+](=O)[O-],0,5,13,7,-3,10,-3
CO[C@H]1CN(C)C(=O)c2cc(NS(=O)(=O)c3ccc(-c4ccccc4)cc3)ccc2OC[C@@H](C)NC[C@H]1C,3,-2,-6,-1,-1,-32,-2
C#CCOCCOCCOCCNc1nc(N2CCN(C(=O)[C@H](CCCCN)n3cc(CCCC)nn3)CC2)nc(N2CCN(C(=O)[C@H](CCCCN)n3cc(CCC(=O)O)nn3)CC2)n1,0,0,4,-14,0,13,-4
O=C(Nc1ccccc1N1CCOCC1)c1ccc(Cl)c(S(=O)(=O)N2CCCC2)c1,-10,5,-18,4,-8,-31,2
CCN1CCN(c2nc3c(C)cccn3c(=O)c2C=C(C#N)C#N)CC1,0,-2,5,-2,-6,1,-9
CCc1c(-c2ccc(Br)cc2)ncn1Cc1cccc(-c2ccccc2)c1,-1,11,12,0,-4,.,.
O=C(NCc1ccccc1)C(c1cccnc1)N(C(=O)c1ccccn1)c1ccccc1F (stereo not given),-6,-5,8,-2,4,-5,1
CCOc1ccc(-n2c(Cc3cc(=O)[nH]c(=O)[nH]3)nnc2SCC(=O)NC2CCCC2)cc1,1,-14,13,1,-1,0,0
COc1ccc(NC(=O)c2cncn2-c2ccccc2)cc1,-3,4,9,-4,2,-2,-9

# Retrieved one by one from the entries so far:
SMILES,SIRT5 block,FN deposition inh,LGR2 inh,CASP6 VEID inh,S100A4 inh HTS,C2C12 statin,esBAF inh
Cc1c(NC(=O)C2CCCCC2)cc(C(=O)N2CCOCC2)cc1[N+](=O)[O-],-3,-7,-8,1,-3,.,.
CN(c1cccc(NC(=O)CN(c2cccc(F)c2)S(C)(=O)=O)c1)S(C)(=O)=O,1,-1,16,-1,1,10,-7
CCc1c(O)nc(SCC(=O)N(CC)CC)[nH]c1=O,1,1,4,2,-1,.,.
COc1ccc(NC(=O)c2cncn2-c2ccccc2)cc1,-3,4,9,-4,2,-2,-9
CCC(=O)Nc1ccc2c(c1)C(=O)N(C)[C@@H]1CC[C@H](CC(=O)NC3CCCC3)O[C@@H]1CO2,1,-7,-10,2,-5,10,-5
C#CCOCCOCCOCCNc1nc(N2CCN(C(=O)[C@H](CCCCN)n3cc(CCCC)nn3)CC2)nc(N2CCN(C(=O)[C@H](CCCCN)n3cc(CCC(=O)O)nn3)CC2)n1,0,0,4,-14,0,13,-4

# (continued)
SMILES,SIRT5 block,FN deposition inh,LGR2 inh,CASP6 VEID inh,S100A4 inh HTS,C2C12 statin,esBAF inh
O=c1[nH]c(CN2CCc3ccccc3C2)nc2ccccc12,.,4,.,.,.,3,18
CC(C)NC(=O)Nc1ccc2c(c1)C(=O)N([C@H](C)CO)C[C@H](C)[C@H](CN(C)C(=O)Nc1ccc3c(c1)OCO3)OCCCC[C@@H](C)O2,-11,-1,6,1,11,.,1
CN1C(=O)S/C(=C\c2ccccc2OCc2ccc(C(=O)O)cc2)C1=O,6,.,6,-4,-5,.,.
COc1ccc(NC(=O)Nc2ccc3c(c2)C(=O)N([C@H](C)CO)C[C@H](C)[C@H](CN(C)Cc2ccccc2)OCCCC[C@H](C)O3)cc1,-1,-5,9,-1,-10,.,5
CCOC(=O)c1c(C)[nH]c(C(=O)COC(=O)c2ccc([N+](=O)[O-])o2)c1C,-1,4,6,0,-3,6,-11
CS(=O)(=O)N1CCCCN2[C@H](CO)[C@@H](c3ccc(C#Cc4ccccn4)cc3)[C@H]2C1,-14,.,-2,0,2,.,.
C=CCn1c(=O)c2ccccc2n2c(=S)[nH]nc12,-3,-2,-1,-2,2,2,3
C[C@@H]1CCCCO[C@@H](CN(C)S(=O)(=O)c2ccc(F)cc2)[C@H](C)CN([C@@H](C)CO)C(=O)c2cc(NC(=O)NC3CCCCC3)ccc2O1,0,-1,-3,0,-1,.,-2
C[C@H]1CN([C@@H](C)CO)S(=O)(=O)c2ccc(C#CC3CC3)cc2O[C@H]1CN(C)CC1CC1,4,-2,-15,1,-2,22,8
COc1ccc(-c2c(-c3ccc4c(c3)OCO4)noc2C)cn1,-5,-7,-64,0,-3,6,16
CC1CN(c2ccccc2)C(=O)CS1 (stereo not given),.,1,.,.,.,1,-8
C[C@@H]1CN([C@@H](C)CO)C(=O)c2cc(NS(=O)(=O)c3ccc(F)cc3)ccc2O[C@@H](C)CCCCO[C@H]1CN(C)Cc1ccc(C(F)(F)F)cc1,28*,-5,-11,-1,-7,.,-1
CC(=O)C1=CCC(c2ccc(Cl)c(Cl)c2)N(S(=O)(=O)c2ccc(C)cc2)C1 (stereo not given),-9,-4,3,0,1,9,-9
COc1cccc(N2CCN(C(=O)c3ccc(CSc4nc5ccncc5[nH]4)cc3)CC2)c1,.,-2,14,-3,5,-8,-29
CN(C)S(=O)(=O)c1ccc(Cl)c(NC(=O)C2CCN(S(=O)(=O)c3cccs3)CC2)c1,-2,2,-4,-2,13,0,6
COc1ccc(CN2C[C@@H](CO)O[C@@H](n3cnc4c(NCc5cc(OC)c(OC)c(OC)c5)ncnc43)C2)cc1,0,-4,-19,-1,-4,-4,-6
CC(C)C(=O)Nc1ccc2c(c1)C(=O)N(C)[C@@H]1CC[C@@H](CC(=O)NCc3ccc(F)cc3)O[C@H]1CO2,-1,-11,-1,0,3,-4,4
O=C(NC1CCN(Cc2ccccc2)CC1)c1c(Cl)cccc1Cl,-1,0,-2,-7,-2,-5,-4
CC(C)NC(=O)C1C(c2ccccc2)=Nc2ccccc2N1C(=O)c1ccc(C(F)(F)F)cc1 (stereo not given),-2,-5,5,0,-9,.,.
COc1cc(CNc2ncnc3c2ncn3[C@H]2CN(Cc3ccncc3)C[C@@H](CO)O2)cc(OC)c1OC,.,5,-4,-1,-11,2,3
CC(=O)N1c2c(cc(Br)cc2S(=O)(=O)N2CCN(c3ccccc3F)CC2)CC1C (stereo not given),3,-2,7,-2,0,-5,7
O=C(Nc1ccc([N+](=O)[O-])cc1Cl)c1cccc([N+](=O)[O-])c1,-1,4,-10,1,-13,-9,37
Cc1c(NC(=O)OCc2ccccc2)c(=O)n(-c2ccccc2)n1C,-1,2,18,0,0,-2,-5
CCOC(=O)c1ccc(Nc2ccc([N+](=O)[O-])cn2)cc1,-4,-6,3,-3,-2,.,.
CCOC(=O)N1CCN(C(=O)CN(c2ccccc2OC)S(=O)(=O)c2ccc(OC)cc2)CC1,-3,.,3,-1,-6,.,.
CC(=O)N1CCOc2cc(S(=O)(=O)N3CCN(c4ccccc4)CC3)c(Cl)cc21,1,0,-9,4,-1,3,-1
COc1cc(OC)cc(C(=O)Nn2cc(C(=O)Nc3ccc(F)cc3F)c3ccccc3c2=O)c1,.,-3,3,.,.,-9,-7
O=C(NCCN1CCCCCC1)C1CCC(CNS(=O)(=O)c2cccc3cccnc23)CC1 (stereo not given),.,-4,-1,-50,-5,-4,9
O=C(CN(Cc1ccco1)C(=O)CNS(=O)(=O)c1ccc(F)cc1)NCc1ccccc1,-2,4,16,-4,-4,6,-4
OC[C@@H]1Nc2ccc(C#Cc3ccc(F)cc3)cc2[C@H]2NCC[C@@H]12,-12,.,.,1,3,.,.
O=C(CN1CCOCC1)NCC[C@@H]1CC[C@@H](NC(=O)Nc2ccc(C(F)(F)F)cc2)[C@@H](CO)O1,-3,-7,7,.,.,-9,-2
COCCN(Cc1ccccc1)C(=O)Cc1ccc(OC)c(S(=O)(=O)N2CCOCC2)c1,-12,-3,-7,-86,-1,-12,5

# Bioassay records (PubChem BioAssay)
